Bioassay records from PubChem BioAssay.
RGS8-Gao – human RGS8-Galphao interaction regulation | P09471 | multiplexed bead flow cytometry, RGS8-Galphao binding; actives lie on both sides | response (percent of control binding), % at 10 µM | hit rate 0.34% among 220,000 | AID 1423; in the data active means response below about 60% or above about 140%; inactive means in between;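 further: Galphao activated as the GDP aluminium fluoride complex binding bead-coupled RGS8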
Target sequence (P09471 whole entry, looked up): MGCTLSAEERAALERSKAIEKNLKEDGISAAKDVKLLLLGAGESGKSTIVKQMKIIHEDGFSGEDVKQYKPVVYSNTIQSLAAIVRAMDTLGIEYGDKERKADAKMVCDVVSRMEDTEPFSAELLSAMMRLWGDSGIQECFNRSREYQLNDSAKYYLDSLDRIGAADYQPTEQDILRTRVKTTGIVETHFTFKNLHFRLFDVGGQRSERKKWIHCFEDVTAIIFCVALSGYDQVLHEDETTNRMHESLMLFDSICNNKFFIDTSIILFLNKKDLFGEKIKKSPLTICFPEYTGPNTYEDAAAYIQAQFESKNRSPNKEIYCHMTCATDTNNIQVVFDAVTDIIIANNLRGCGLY
Bfl-1 Bim block – disrupts Bim binding to human Bfl-1; Q16548; Bead-based flow cytometry, Bim-Bfl-1 binding inhibition; inhibition, % at 10 µM; hit rate 0.12% among 190,000; AID 1008;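 further: 0% = wells without compound plus tracer and 100% = blocker peptide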
Bcl-W Bim block – disrupts Bim peptide binding to human Bcl-W | AID 952 | bead-based flow cytometry | Q92843 | inhibition, % at 10 µM | hit rate 0.02% among 190,000;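 further: 0% = bound tracer without compound and 100% = peptide blocker; higher means less fluorescent Bim peptide bound to Bcl-W beads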
Target sequence (Q92843 whole entry, looked up): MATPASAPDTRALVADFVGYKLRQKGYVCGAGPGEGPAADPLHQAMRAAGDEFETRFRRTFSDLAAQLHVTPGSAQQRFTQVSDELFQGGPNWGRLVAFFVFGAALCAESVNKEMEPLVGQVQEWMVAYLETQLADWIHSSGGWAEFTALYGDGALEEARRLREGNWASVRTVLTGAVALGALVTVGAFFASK
RGS4-Gao reg – human RGS4-Galphao interaction regulation. P09471. Multiplexed bead flow cytometry, RGS4-Galphao binding; actives lie on both sides. binding response (% of control), % at 10 µM. hit rate 0.33% among 220,000. AID 1415; in the data active means binding response below about 49% or above about 150%; inactive means in between;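 further: fluorescent Galphao activated with aluminum fluoride binding bead-coupled RGS4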
Bim-Bcl-2 – human Bim-Bcl-2 interaction inhibition; inhibition, % at 10 µM; AID 950; Bead-based flow cytometry, Bim peptide-Bcl-2 binding; hit rate 0.06% among 190,000; P10415; in the data active means inhibition above about 40%; inconclusive means no clear call, values can overlap the other calls;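 further: 0% = no compound wells with probe peptide and 100% = reference peptide inhibitor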
RGS7-Gao reg – human RGS7-Galphao interaction regulation; P09471; Multiplexed bead flow cytometry, RGS7-Galphao binding; actives lie on both sides; binding response (% of control), % at 10 µM; hit rate 0.35% among 220,000; AID 1439; in the data active means binding response below about 49% or above about 150%; inconclusive means no clear call, values can overlap the other calls; inactive means in between;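 further: fluorescent Galphao held in activated GDP-AlF4 state binding bead-coupled RGS7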
Bim-Mcl-1 – inhibitors of Bim-Mcl-1 interaction, human; Q07820; Bead-based flow cytometry, Bim peptide-Mcl-1 binding; inhibition, % at 10 µM; hit rate 0.1% among 190,000;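 further: 0% = no compound tracer wells and 100% = peptide blocker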
ABCG2 inh – inhibitors of human ABCG2 transporter, ABCB1 counter-screen | Q9UNQ0 | hit rate 0.1% among 190,000 | AID 1325 | IgMXP3 cells, JC-1 efflux, flow cytometry | inhibition, % at 6.6 µM;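 active means inhibition above 80%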;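 further: 0% = DMSO and 100% = nicardipine control wells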
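Incubation: cells with compound and JC-1, 10 min at 25 °C, rotating, no wash / Test system: IgMXP3 (ABCG2) plus far-red-tagged CCRF-Adr (ABCB1) cells / Compound dosing: one concentration, 6.6 µM final / Also added: JC-1 fluorescent substrate / Evaluation: efflux inhibition in percent versus controls / Detection: flow cytometry, 530 nm JC-1 signal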
Bim-Bcl-B – disrupts Bim peptide binding to human Bcl-B; Q9HD36; bead-based flow cytometry; inhibition, % at 10 µM; hit rate 0.073% among 190,000; AID 951;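 further: 0% = tracer peptide without compound and 100% = reference inhibitor peptide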
Bim-Bcl-XL – human Bim-Bcl-XL interaction inhibition; hit rate 0.04% among 190,000; inhibition, % at 10 µM; AID 1007; Bim peptide-Bcl-XL binding, bead flow cytometry, fluorescence; Q07817
Target sequence (Q07817 whole entry, looked up): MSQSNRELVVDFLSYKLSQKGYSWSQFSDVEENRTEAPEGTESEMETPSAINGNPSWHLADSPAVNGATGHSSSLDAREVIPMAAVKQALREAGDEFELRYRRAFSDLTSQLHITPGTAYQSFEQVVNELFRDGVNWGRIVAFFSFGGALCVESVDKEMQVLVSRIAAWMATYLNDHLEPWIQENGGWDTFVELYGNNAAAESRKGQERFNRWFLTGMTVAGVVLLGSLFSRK
ABCB1 block – human ABCB1 inhibition, ABCG2 as counter-screen. P08183. CCRF-Adr cells, JC-1 efflux, flow cytometry. inhibition, % at 6.6 µM. hit rate 0.067% among 190,000. AID 1326; in the data active means inhibition above about 40%;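 further: 0% = vehicle and 100% = reference inhibitor; higher value means more JC-1 retained so stronger ABCB1 efflux block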
Numbers without * were called inactive; ? = inconclusive. Unless noted, no stated cut-off is given here; in the data, active means inhibition above about 40%.

[1] O=C1CN=C(Nc2ccccc2)N1Cc1cccs1
[2] CCOC(=O)Cc1c(C)nc2c(-c3ccc(Cl)cc3)c(C)[nH]n2c1=O
[3] Cc1cccc(C)c1NS(=O)(=O)c1ccc(F)cc1
[4] COC(=O)CSC1=C(C#N)C(c2ccc(C)o2)CC(=O)N1 (stereo unspecified)
[5] COc1cccc(C(C#N)N2CCCCC2)c1O (stereo unspecified)

assay / compound	1	2	3	4	5
Bim-Bcl-B	0	10	-2	0	-9
RGS7-Gao reg	96	87	105	104	102
RGS4-Gao reg	96	92	109	106	108
RGS8-Gao	97	87	105	108	114
Bim-Bcl-XL	1	8	-2	-2	-9
Bim-Mcl-1	0	6	-4	-1	-4
Bfl-1 Bim block	0	6	-3	1	-15
Bim-Bcl-2	0	10	-5	-2	-4
ABCB1 block	0.6	0.1	0.7	0.5	-0.1
Bcl-W Bim block	1	9	-5	-3	-3
ABCG2 inh	2	1	2	1	5

[6] O=C(Cn1c(-c2cncs2)nc2ccccc21)NC1CCCC1
[7] O=C(Cc1ncc(C(F)(F)F)cc1Cl)N1CCN(c2ccc(F)cc2)CC1
[8] C=C(C)Cc1c(C)nc(-c2ccccc2)[nH]c1=O
[9] O=C(Nc1ccc(-c2nc3cc(Cl)ccc3c(=O)o2)cc1)c1ccco1
[10] COc1ccc(/C=C2\CCCC3C2=NC(=S)NC3c2ccc(OC)cc2)cc1 (stereo unspecified)

assay / compound	6	7	8	9	10
Bim-Bcl-B	-7	-10	-6	-9	-14
RGS7-Gao reg	99	99	103	100	106
RGS4-Gao reg	96	100	100	98	94
RGS8-Gao	97	100	99	101	90
Bim-Bcl-XL	-9	-8	-7	-16	-2
Bim-Mcl-1	-3	-1	-2	-5	-5
Bfl-1 Bim block	-16	-18	-22	-8	10
Bim-Bcl-2	-10	-7	-7	-2	5
ABCB1 block	0.2	0.1	0.3	-1.1	-1.8
Bcl-W Bim block	0	-3	-1	-5	-2
ABCG2 inh	1	1	16	-8	-3

[11] Cc1ccc(S(=O)(=O)N2CCC(C(=O)Nc3nnc(COc4ccccc4)s3)CC2)cc1
[12] FC(F)(F)C1=CC(c2ccccc2)=NCCN1
[13] O=S(=O)(NCc1ccco1)c1ccc(S(=O)(=O)N2CCCCC2)cc1
[14] CCc1ccc(-c2nc(CSCC(=O)NCCCN3CCCC3=O)c(C)o2)cc1
[15] C=CCn1c(C)c(C(C)=O)c(N2CCCC2)nc1=S

assay / compound	11	12	13	14	15
Bim-Bcl-B	-10	-6	-5	-3	5
RGS7-Gao reg	103	98	103	97	100
RGS4-Gao reg	102	97	100	95	100
RGS8-Gao	103	99	106	98	101
Bim-Bcl-XL	-11	-4	-5	-1	0
Bim-Mcl-1	-7	-2	-2	-3	1
Bfl-1 Bim block	-19	-14	-6	0	-4
Bim-Bcl-2	-14	-7	0	0	1
ABCB1 block	1.7	0.9	0.1	1.3	-2.4
Bcl-W Bim block	-2	-3	-5	0	-1
ABCG2 inh	30	5	-1	6	-1

[16] COc1cccc(C2/C(=C(\O)c3ccc4c(c3)OCO4)C(=O)C(=O)N2CCN(C)C)c1OC (stereo unspecified)
[17] O=C(NC(Cc1ccccc1)C(=O)O)/C(=C\c1ccc(Cl)cc1)NC(=O)c1ccccc1 (stereo unspecified)
[18] Cc1cc(NC(=O)c2ccc(S(=O)(=O)N3CCCC3)cc2)nc2c1c(=O)oc1ccccc12
[19] CCO[C@@H]1OC(C(=O)O)=C[C@H](c2ccc3c(c2)OCO3)[C@H]1CCCO
[20] COCCNC(=O)/C(C#N)=C/c1ccc(-c2ccc(S(=O)(=O)N3CCOCC3)cc2)o1

assay / compound	16	17	18	19	20
Bim-Bcl-B	-10	0	-8	-6	-2
RGS7-Gao reg	97	97	101	102	84
RGS4-Gao reg	99	100	94	102	79
RGS8-Gao	96	99	100	101	74
Bim-Bcl-XL	-8	0	-4	-2	-1
Bim-Mcl-1	-3	0	0	0	-4
Bfl-1 Bim block	-20	-2	-16	-3	2
Bim-Bcl-2	-10	-2	-12	-4	2
ABCB1 block	1.6	-0.3	-0.1	0.2	1.1
Bcl-W Bim block	-2	0	-1	-3	0
ABCG2 inh	3	-4	0	3	4

[21] O=C1CC(C(=O)NCc2ccccc2)C2(CCCC2)O1 (stereo unspecified)
[22] NNc1nc2ccccc2nc1C(F)(F)F
[23] Cc1cccc(OCC(=O)O/N=C(\N)Cc2cccs2)c1
[24] COc1ccc(CC(=O)NCC(c2ccc(OC)cc2)N(C)C)cc1 (stereo unspecified)
[25] O=C(NCCc1cccs1)C1CC(c2c(Cl)cccc2Cl)=NO1 (stereo unspecified)

assay / compound	21	22	23	24	25
Bim-Bcl-B	-2	-4	-5	-3	4
RGS7-Gao reg	96	99	97	?	100
RGS4-Gao reg	84	102	101	98	96
RGS8-Gao	88	99	100	97	100
Bim-Bcl-XL	1	0	-3	-1	-2
Bim-Mcl-1	0	-1	0	0	0
Bfl-1 Bim block	-6	-3	-3	-6	-1
Bim-Bcl-2	-1	-3	-1	-5	0
ABCB1 block	0.3	0.2	0.5	0.0	0.3
Bcl-W Bim block	-2	0	-1	0	0
ABCG2 inh	0	4	2	0	1

Fetched one by one from the list above (7):
[7] O=C(Cc1ncc(C(F)(F)F)cc1Cl)N1CCN(c2ccc(F)cc2)CC1
[17] O=C(NC(Cc1ccccc1)C(=O)O)/C(=C\c1ccc(Cl)cc1)NC(=O)c1ccccc1 (stereo unspecified)
[2] CCOC(=O)Cc1c(C)nc2c(-c3ccc(Cl)cc3)c(C)[nH]n2c1=O
[3] Cc1cccc(C)c1NS(=O)(=O)c1ccc(F)cc1
[15] C=CCn1c(C)c(C(C)=O)c(N2CCCC2)nc1=S
[21] O=C1CC(C(=O)NCc2ccccc2)C2(CCCC2)O1 (stereo unspecified)
[9] O=C(Nc1ccc(-c2nc3cc(Cl)ccc3c(=O)o2)cc1)c1ccco1

assay / compound	7	17	2	3	15	21	9
Bim-Bcl-B	-10	0	10	-2	5	-2	-9
RGS7-Gao reg	99	97	87	105	100	96	100
RGS4-Gao reg	100	100	92	109	100	84	98
RGS8-Gao	100	99	87	105	101	88	101
Bim-Bcl-XL	-8	0	8	-2	0	1	-16
Bim-Mcl-1	-1	0	6	-4	1	0	-5
Bfl-1 Bim block	-18	-2	6	-3	-4	-6	-8
Bim-Bcl-2	-7	-2	10	-5	1	-1	-2
ABCB1 block	0.1	-0.3	0.1	0.7	-2.4	0.3	-1.1
Bcl-W Bim block	-3	0	9	-5	-1	-2	-5
ABCG2 inh	1	-4	1	2	-1	0	-8

Remaining list, next part:
[26] CN(C)C(=O)C12CCC(C)(c3nc4ccccc4nc31)C2(C)C (stereo unspecified)
[27] O=C(OCc1nnc(-c2ccccc2)o1)c1cc(=O)c2ccccc2o1
[28] Cc1cc[n+](-c2[nH]c(=O)sc2/C=N/N=C(\[O-])c2ccccc2)cc1C
[29] Cc1ccnc(NS(=O)(=O)c2ccc(NC(=O)c3ccc(S(=O)(=O)N4CCOCC4)cc3)cc2)n1
[30] CS(=O)(=O)N(CC(=O)NCc1ccc2c(c1)OCO2)c1ccc(Cl)cc1

assay / compound	26	27	28	29	30
Bim-Bcl-B	-6	-4	-3	-5	-1
RGS7-Gao reg	106	101	?	104	97
RGS4-Gao reg	104	103	103	103	98
RGS8-Gao	105	102	100	92	101
Bim-Bcl-XL	-3	-4	1	-8	-1
Bim-Mcl-1	-1	0	0	-5	-1
Bfl-1 Bim block	-9	-10	-3	-3	-2
Bim-Bcl-2	-10	-9	0	0	-4
ABCB1 block	0.7	-4.5	0.0	3.6	0.5
Bcl-W Bim block	0	2	2	-6	-2
ABCG2 inh	1	-5	0	5	2

[31] CCN1CCN(c2ccc(NC(=O)c3cccc4ncccc34)cc2)CC1
[32] COc1ccc(C2C(C(=O)OCC(=O)Nc3ccc(C)cc3)CCC(=O)N2c2ccc(OC)cc2)cc1 (stereo unspecified)
[33] CC1SC(c2ccc(F)cc2)NC1=O (stereo unspecified)
[34] COc1ccccc1-c1nnc2n1N=C(C(C)(C)C)CS2
[35] CC(C)NC(=S)N/N=C/c1cc(Br)ccc1O

assay / compound	31	32	33	34	35
Bim-Bcl-B	24	-11	-4	-8	0
RGS7-Gao reg	98	100	102	96	103
RGS4-Gao reg	102	100	104	90	90
RGS8-Gao	102	101	105	95	102
Bim-Bcl-XL	8	-11	-2	-6	-2
Bim-Mcl-1	0	-3	0	-4	-6
Bfl-1 Bim block	-6	-20	-6	-1	7
Bim-Bcl-2	-3	-13	2	0	0
ABCB1 block	0.0	0.8	0.0	0.8	-0.6
Bcl-W Bim block	5	0	0	-3	-1
ABCG2 inh	1	56	1	2	20

[36] CC1CCCCC1NC(=O)COC(=O)c1ccccn1 (stereo unspecified)
[37] COC(=O)Cn1c(C)c(C#N)c2ccccc21
[38] Nn1cc(-c2ccccc2)nc1SCC(=O)NC1CCS(=O)(=O)C1 (stereo unspecified)
[39] CC(=O)Nc1cn(-c2ccccc2)nc1-c1ccccc1
[40] CCc1nc2ccccc2c(C(=O)OCC(=O)Nc2cccc(S(=O)(=O)N3CCOCC3)c2)c1C

assay / compound	36	37	38	39	40
Bim-Bcl-B	-8	-3	-6	-4	-1
RGS7-Gao reg	101	102	102	101	104
RGS4-Gao reg	99	105	101	106	101
RGS8-Gao	100	102	101	104	97
Bim-Bcl-XL	-2	2	-4	-2	0
Bim-Mcl-1	-5	4	-1	-4	8
Bfl-1 Bim block	-19	1	-9	0	-1
Bim-Bcl-2	-11	4	0	0	0
ABCB1 block	0.5	-0.4	-0.6	0.7	3.6
Bcl-W Bim block	-2	1	-2	-1	-1
ABCG2 inh	6	2	-7	9	2
